Screening results (PubChem BioAssay)
HTR5A ag ctr = HTR5A agonism, opioid heterodimer counter-screen | HTR5A agonist assay, luminescence, cell-based | activation, % at 9.3 µM | 340,000 tested, 0.61% active | AID 504692; in the data active = activation mostly above about 9.5%, no sharp cut-off; inactive = mostly below about 7.6%;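 also: 0% = cells with vehicle only and 100% = reference agonist; strong numbers were not always called active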
MOR-DOR inv ag = inverse agonist of human OPRM1-OPRD1 heterodimerization. AID 504357. 340,000 tested, 0.21% active. cell-based MOR-DOR heterodimer luminescence, inverse agonism. P35372+P41143. inhibition, % at 9.3 µM; in the data active = inhibition above about 22%, passing the limit was not always enough;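 also: 0% = cells with DMSO and 100% = wells without cells with DMSO; values of inactives mirror those of a sister screen read the other way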
V-ATPase pH = alters yeast V-ATPase proton transport | S. cerevisiae, pHLuorin cytosolic pH fluorescence | response, % at 10 µM | 350,000 tested, 0.37% active | AID 504577; in the data active = response mostly above about 7.3%, no sharp cut-off; inactive = mostly below about 5.4%; also: actives read high; inactives centre near 0; some compounds called inactive have numbers as strong as hits; reference of the scale not given here
DSG3 Ab inh = human desmoglein-3 autoantibody binding inhibition | binding (percent of control), % at 10 µM | AID 588358 | DSG3-coupled beads, scFv-anti-DSG3-GFP binding, flow cytometry; hits give low values | 310,000 tested, 0.48% active | P32926;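 active = binding more than 3 SD below its plate's average and above zero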;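 also: hits lower antibody fragment binding to DSG3; some compounds called inactive have numbers as strong as hits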
HTR5A inv ag = HTR5A inverse agonism, opioid heterodimer counter-screen; 340,000 tested, 0.083% active; HTR5A cell line, luminescence; inhibition, % at 9.3 µM; in the data active = inhibition mostly above about 23%, no sharp cut-off; inactive = mostly below about 18%;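 also: 0% = cells with DMSO and 100% = no-cell wells with DMSO; some compounds called inactive have numbers as strong as hits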
MOR-DOR ag = OPRM1-OPRD1 heterodimerization agonism | P35372+P41143 | cells, luminescence | activation, % at 9.3 µM | 340,000 tested, 0.3% active; in the data active = activation above about 18%;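 also: 0% = vehicle-treated cells and 100% = reference agonist; values of inactives mirror those of a sister screen read the other way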
Arrestin-AP2 inh = blocks beta-arrestin peptide binding to AP2 adaptin | FITC-arrestin peptide / GST-AP2 beads, flow cytometry; AP2 beta2 appendage carries R879A mutation | inhibition, % at 10 µM | 340,000 tested, 0.31% active | AID 504490;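 active = inhibition above a set limit, near 3 SD of compounds lacking own fluorescence, cut at about 54% in these data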;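 also: plate controls were DMSO wells for no effect and 5 µM unlabelled arrestin peptide for full effect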
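System: GST-AP2 R879A glutathione beads; medium: PBS, Tween 20 0.05%, BSA 0.1%; reagent: fluorescein-tagged arrestin peptide at 50 nM final; schedule: pre-incubation 12 min, peptide binding 1 h, room temperature; detection: flow cytometry, FL1 (488/535 nm); read-out: inhibition as reduced fluorescein signal on beads, percent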
DAGLB inh = diacylglycerol lipase beta (human) inhibition | HEK293T DAGLB membrane lysate, EnzChek fluorogenic substrate | inhibition, % at 5.17 µM | 340,000 tested, 0.059% active | AID 504411; in the data active = inhibition above about 34%;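 also: 0% = enzyme with vehicle and 100% = wells lacking enzyme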
Target sequence (Q8NCG7 whole entry, looked up): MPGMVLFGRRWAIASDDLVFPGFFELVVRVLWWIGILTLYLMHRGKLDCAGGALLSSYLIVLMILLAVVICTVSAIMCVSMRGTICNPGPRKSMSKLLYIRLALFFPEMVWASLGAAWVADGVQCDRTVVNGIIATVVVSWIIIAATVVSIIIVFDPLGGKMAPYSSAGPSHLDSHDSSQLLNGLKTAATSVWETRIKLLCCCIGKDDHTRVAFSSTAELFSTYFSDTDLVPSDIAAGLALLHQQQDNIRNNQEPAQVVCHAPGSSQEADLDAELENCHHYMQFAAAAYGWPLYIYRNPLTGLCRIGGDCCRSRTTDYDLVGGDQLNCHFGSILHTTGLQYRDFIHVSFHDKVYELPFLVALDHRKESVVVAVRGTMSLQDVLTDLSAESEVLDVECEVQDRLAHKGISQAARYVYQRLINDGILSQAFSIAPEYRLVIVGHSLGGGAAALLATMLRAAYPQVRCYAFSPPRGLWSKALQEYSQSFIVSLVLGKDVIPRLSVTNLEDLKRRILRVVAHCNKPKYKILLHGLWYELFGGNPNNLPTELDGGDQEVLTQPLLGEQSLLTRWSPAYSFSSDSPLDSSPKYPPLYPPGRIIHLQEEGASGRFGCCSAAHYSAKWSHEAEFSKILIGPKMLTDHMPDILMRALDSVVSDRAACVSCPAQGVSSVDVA
PKA-R1A act = activators of PKA-R1A complex. P00514+P68181. PKA-R1A dissociation, Cy5-IP20 fluorescence polarization; scaled: DMSO 0%, 113 µM cGMP 100%. activation, % at 11.4 µM. 340,000 tested, 0.083% active;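 active = percent activation above the mean of all tested compounds plus 3 SD, cut at about 19% in these data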;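 also: higher means more PKAc released from R1A so a rise in polarization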
PKA-R2B activ = activates the human PKA-R2B holoenzyme complex; PKA-R2B holoenzyme dissociation, Cy5-IP20 fluorescence polarization; R2B truncated from residue 108, S112A mutant; 0% DMSO only, 100% 113 µM cGMP; activation, % at 11.4 µM; AID 504700; 340,000 tested, 0.079% active; P22694+P31323;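 active = activation above a cutoff set at the mean over all compounds plus 3 SD, cut at about 18% in these data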;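 also: higher means more holoenzyme dissociation and a rise in polarization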
Target sequence (P31323 whole entry, looked up, other chains not shown, the tested form may be a part): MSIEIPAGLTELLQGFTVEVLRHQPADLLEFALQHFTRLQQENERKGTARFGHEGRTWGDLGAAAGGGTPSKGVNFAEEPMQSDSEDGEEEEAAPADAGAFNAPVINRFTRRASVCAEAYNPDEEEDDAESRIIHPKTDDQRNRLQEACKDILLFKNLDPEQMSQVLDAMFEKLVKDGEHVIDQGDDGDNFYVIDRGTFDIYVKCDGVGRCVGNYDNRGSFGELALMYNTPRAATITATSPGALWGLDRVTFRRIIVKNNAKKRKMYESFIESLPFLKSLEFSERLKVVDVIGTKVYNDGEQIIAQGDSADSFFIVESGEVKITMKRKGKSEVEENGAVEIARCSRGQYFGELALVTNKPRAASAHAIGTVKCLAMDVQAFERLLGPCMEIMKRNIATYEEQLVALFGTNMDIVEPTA
Active calls of the source: *; / = not tested or not shown; & = joins results of further samples. No enrichment for hits; about 2.4% have a hit in one of these screens.

SMILES	HTR5A ag ctr	MOR-DOR inv ag	V-ATPase pH	DSG3 Ab inh	HTR5A inv ag	MOR-DOR ag	Arrestin-AP2 inh	DAGLB inh	PKA-R1A act	PKA-R2B activ
Cn1nnc2cc(NC(=O)Nc3ccccc3F)ccc21	/	/	-0.7	107.3	/	/	/	-0.5	9.0	3.9
O=C(Nc1nnc(-c2ccccc2)s1)c1cc(S(=O)(=O)N2CCOCC2)c(Cl)cc1Cl	-2.0	-3.0	0.3	102.7	5.1	0.6	14.1	0.9	3.6	5.7
CC(=O)c1cccc(NC(=O)c2ccc(-c3ccccc3[N+](=O)[O-])o2)c1	0.1	-21.5	2.9	106.8	-19.8	4.0	-4.2	-1.0	2.3	9.9
CCOc1ccc(-c2c(C(=O)N/N=C/c3cccnc3)nnn2-c2nonc2N)cc1	-0.7	10.5	-0.2	/	2.8	-2.0	-6.5	3.4	-4.9	-2.1
NS(=O)(=O)c1ccc(NC(=O)C2C3C=CC(C3)C2C(=O)O)cc1 (configuration not stated)	0.9	-0.4	8.9	99.9	-2.5	0.1	57.8*	1.5	-3.4	8.4
Cc1c(C(=O)NC2CCN(Cc3ccccc3)C2)oc2c(Cl)cccc12 (configuration not stated)	6.0	-51.4	3.0	104.8	-19.7	8.2	5.9	-6.0	-11.1	4.0
Cc1ccc(CN(C)C(=O)c2c(C)nn(-c3ccccc3)c2C)cc1	6.1	-10.4	2.0	125.9	-4.0	1.3	-6.9	0.2	11.7	-8.4
O=C(NCc1ccccc1)c1ccc2c(c1)C(=O)N(CC1CCCO1)C2=O (configuration not stated)	-2.6	8.5	1.6	108.9	6.1	-1.8	-0.9	2.2	1.2	-0.9
C#CCOCCOCCOCCNc1nc(N2CCN(C(=O)[C@H](CCCCN)n3cc(CN)nn3)CC2)nc(N2CCN(C(=O)[C@H](CCCCN)n3cc(CN)nn3)CC2)n1	3.4	14.0	1.2	110.4	-7.6	-2.5	3.1	0.6	-11.5	0.3
CCOC(=O)c1ccc(NC(=O)c2ncn3c2C(=O)N[C@H](C)C3)cc1	/	/	-0.4	/	/	/	/	-2.6	-5.8	2.4
Cc1ccnc(NC(=O)c2ccccc2[N+](=O)[O-])c1	7.9	2.4	3.8	104.5	9.9	-0.4	17.6	2.3	-4.0	5.4
C=CCn1cc(/C=N\NC(=O)c2cc3c(ccc4ccccc43)o2)c2ccccc21	-4.6	-18.5	-3.3	93.5	-2.2	3.3	34.6	2.0	0.1	5.2
COc1ccc(CN2CCN(C(=O)c3ccc(S(=O)(=O)N4CCCCCC4)cc3)CC2)cc1	8.7	0.1	-0.1	98.1	-23.9	0.0	4.4	-0.6	6.0	-8.9
COc1ccc(-c2csc(NC(=O)CSC(C)C(=O)Nc3cc(C)on3)n2)cc1OC (configuration not stated)	-2.6	-0.7	1.9	/	6.4	0.2	6.4	0.0	-5.7	-4.5
O=C(CNC1CCCC1)Nc1ccc(S(=O)(=O)N2CCCCC2)cc1	3.0	13.9	3.7	98.9	-8.5	-2.6	33.1	-4.3	0.6	-3.4
CCOC(=O)c1ccc(NS(=O)(=O)c2c(C)n(C)c(=O)n(C)c2=O)cc1	4.4	0.5	-3.0	98.3	-13.4	-0.1	6.3	0.3	-4.0	-7.9
C/C=C/c1ccc(OCCOc2ccc(C=O)cc2)c(OC)c1	-0.4	-2.3	-0.2	97.2	1.0	0.5	33.6	-8.9	-7.4	-0.9
COCc1c(C#N)c(NCCc2ccc(F)cc2)nc(C)c1[N+](=O)[O-]	0.7	-16.5	0.4	/	-5.7	3.2	4.3	-7.7	-12.6	-4.0
COc1ccc(CN(C)C(C)C(=O)Nc2ccc(S(=O)(=O)N3CCCCC3)cc2)c(OC)c1 (configuration not stated)	4.3	-6.2	1.1	118.8	-17.0	1.3	24.3	-1.5	9.4	3.5
COC(=O)Cn1cc(/C=C/c2cc[n+](C)cc2)c2ccccc21	0.4	12.2	-0.9	160.4	-1.7	-2.5	-10.1	-11.8	-2.2	3.9
C=CCN1CC(c2nc3ccccc3n2Cc2ccccc2)CC1=O (configuration not stated)	5.2	11.6	0.0	103.5	-12.4	-2.4	-6.9	-0.9	-1.9	0.1
CN(C)c1ccc(/C=N/NC(=O)c2ccc(Cl)cc2)cc1	8.8	-17.3	-2.7	81.6	-23.2	2.8	21.4	0.5	-7.3	-1.1
COc1cc2c(=O)n(Cc3ccccc3)c(=O)n(CC(=O)NCCc3ccccc3)c2cc1OC	4.2	7.8	-1.7	94.7	-2.2	-1.3	28.6	0.2	-4.4	2.9
COCCCNc1nc2c(c(=O)[nH]c(=O)n2C)n1CC(O)COc1cccc(C)c1 (configuration not stated)	3.0	14.7	-3.0	104.1	-20.2	-3.5	-4.2	-4.3	-6.7	5.1
COc1ccc(C(=O)NC(C)c2ccc(-n3ccnc3)cc2)c(OC)c1 (configuration not stated)	-10.0	4.9	4.3	110.3	24.1	-1.0	8.4	-2.0	-6.6	-10.4
Cc1ccc2c(c1)nnn2C1CCN(S(=O)(=O)c2ccc(C(=O)N(C)C3CCCCC3)cc2)CC1	-1.4	-9.2	-4.2	100.9	-21.0	1.7	0.5	-2.2	-11.8	-15.3
Cc1ccccc1NC(=S)N1CCN(Cc2ccc3c(c2)OCO3)CC1	4.1	7.4	-0.7	98.5	-14.3	-1.4	-0.1	0.0	0.9	-9.1
CCN(CC)S(=O)(=O)c1ccc(/C=C/C(=O)N(c2ccccn2)C2CCCCC2)cc1	0.9	6.5	0.8	117.2	-2.5	-1.3	7.3	-0.8	-14.0	-7.6
COC(=O)c1cccc(-n2c(C)cc(/C=C3\SC(=O)NC3=O)c2C)c1	/	/	2.8	97.8	/	/	/	4.9	5.6	15.9
O=C(NNC(=O)c1ccc(Cl)cc1Cl)c1csc(-c2cccnc2)n1	5.4	10.7	-6.0	98.8	4.6	-2.1	5.4	-1.0	-3.8	-7.7
COCCCn1c(-c2cccs2)nc2nc3ccccc3nc21	-0.5	4.8	0.6	108.6	-6.9	-0.9	17.6	-2.7	12.7	0.9
Cc1ccc(S(=O)(=O)NCC(=O)OCCOc2cccc(Cl)c2)cc1	5.8	-43.4	1.4	102.0	-21.0	8.3	15.7	-0.9	-1.2	-1.8
CCCC(O)(CCC)C(=O)NN1CCCCC1	1.1	1.2	-0.9	98.5	23.1	-0.2	-0.2	3.2	-2.5	-7.7
Cc1ccc(-n2cc(CNCCN3CCOC3=O)c(-c3cccc(C)c3)n2)cc1	3.2	-19.4	/	111.5	-8.4	2.7	-3.9	-0.3	-1.4	0.8
CCCCCn1c(=NC(=O)c2ccco2)c(C(=O)OCC)cc2c(=O)n3ccccc3nc21	0.0&0.5	4.5&8.1	0.0&1.0	86.4&98.7	-0.2&-2.0	-1.0&-1.5	10.8&10.0	0.2&1.8	1.0&11.2	-5.8&3.8
CC(Oc1cccnc1[N+](=O)[O-])C(=O)Nc1ccc(Cl)cn1 (configuration not stated)	-3.6	-4.9	3.3	99.9	9.2	1.2	18.2	1.1	-3.6	-10.7
OCCOCCn1c(C(CO)Nc2nc(-c3ccc(F)cc3)cs2)nc2ccccc21 (configuration not stated)	-3.6	12.4	-0.7	103.6	9.2	-2.3	-0.9	0.8	-3.6	5.6
O=C(O)CSC1=NC(=Nc2ccc(Cl)cc2)C2(CCCCC2)N1c1cccc(C(=O)O)c1	2.3	-3.3	3.7	/	27.5	0.7	2.5	0.4	-0.2	-6.4
CC(C)S(=O)(=O)c1csc(NC(=O)Nc2ccc(Cl)cc2)c1Cl	-3.4	-19.4	-0.8	115.1	-11.2	3.6	-9.1	0.0	-4.7	-14.0
CC(Sc1nnc(Cc2ccccc2)o1)C(=O)NC1(C#N)CCCCC1 (configuration not stated)	2.2	12.2	1.1	/	12.2	-3.3	-7.0	-4.0	-1.7	-3.2
O=C(NCc1ccc(N2CCCC2=O)cc1)Nc1cccc(Cl)c1	3.5	6.4	7.1	109.5	6.0	-1.1	5.4	-0.4	-5.0	-5.8
COc1ccc(NC(=O)Nc2nnc(-c3ccccc3F)s2)cc1	-3.1	4.9	0.8	92.4	20.2	-0.9	-17.4	1.5	-9.1	-8.8
O=C(N/N=C/c1ccncc1)c1cccc(N/N=C/c2ccncc2)c1	-1.9	15.8	0.8	102.6	5.3	-3.1	5.2	1.7	4.5	-5.7
CC(C)OC(=O)CSc1nnc(-c2cnccn2)n1C	2.7	7.2	0.1	99.1	-7.5	-1.3	-4.1	-0.1	-5.7	-1.8
CC1=CC(C)(C)N(C(=O)CSc2nnc(N)s2)c2c(C)cc(C)cc21	3.2	-2.8	-4.3	98.9	-11.7	0.5	1.5	-0.5	-0.9	-2.8
O=C(c1ccccc1[N+](=O)[O-])N1N=C(c2ccccc2)CC1(O)C(F)(F)F (configuration not stated)	-2.5	-4.6	4.8	126.7	9.3	0.9	19.6	0.2	3.2	5.6
O=[N+]([O-])c1ccc(/C=N/Nc2nc(-c3ccccc3)c3cc(Br)ccc3n2)o1	1.7	-4.6	0.9	93.0	-14.3	0.9	6.8	3.5	0.2	7.0
O=C(CCCN1C(=O)CCC1=O)Nc1ccc(Br)cc1F	2.4	14.8	3.7	104.4	-35.0	-2.7	-3.8	-1.2	-12.4	-2.3
CC(C)C(=O)N1CCN(c2ccccc2NC(=S)NC(=O)/C=C/c2ccco2)CC1	3.1	6.1	4.3	91.6	-11.9	-1.2	-2.7	-0.8	1.7	-0.2
Cc1nnc(SCC(=O)Nc2sc3c(c2C#N)CCCCC3)n1N	0.0	2.9	2.0	103.2	-14.4	-0.5	22.5	2.6	-4.9	-3.4
CCO[C@H]1OC(C(=O)NCc2nc3ccccc3[nH]2)=C[C@@H](c2csc3ccccc23)[C@@H]1CCCO	5.3	1.3	-1.3	101.1	-29.9	-0.2	27.8	-3.4	-5.6	-8.7
Cc1ccc(S(=O)(=O)NCCCNS(=O)(=O)c2ccccc2)cc1	3.4	10.9	0.0	109.2	4.7	-2.1	7.7	-1.2	-7.2	9.8
COc1ccccc1CNC(=O)CN1c2cccc3cccc(c23)S1(=O)=O	7.7	3.3	-1.0	/	-18.7	-0.8	-11.8	-1.9	-16.2	6.5
C=CCn1c(NCc2ccc(OC)cc2)nc2ccccc21	0.0	15.1	-3.0	94.2	-0.1	-3.1	-10.4	-2.5	-9.7	-0.7
FC(F)(F)c1nnc2n1N=C(c1cccs1)CS2	-0.3	-0.1	2.3	99.1	0.8	0.0	-9.5	0.1	1.1	-2.5
CC(=O)N(C)c1cc([N+](=O)[O-])ccc1OCc1ccccc1	-0.1	8.2	-3.4	88.0	0.5	-1.6	32.5	-1.1	3.7	-0.6

Retrieved by compound from above:
SMILES	HTR5A ag ctr	MOR-DOR inv ag	V-ATPase pH	DSG3 Ab inh	HTR5A inv ag	MOR-DOR ag	Arrestin-AP2 inh	DAGLB inh	PKA-R1A act	PKA-R2B activ
COc1ccccc1CNC(=O)CN1c2cccc3cccc(c23)S1(=O)=O	7.7	3.3	-1.0	/	-18.7	-0.8	-11.8	-1.9	-16.2	6.5
COCCCNc1nc2c(c(=O)[nH]c(=O)n2C)n1CC(O)COc1cccc(C)c1 (configuration not stated)	3.0	14.7	-3.0	104.1	-20.2	-3.5	-4.2	-4.3	-6.7	5.1
